AT treatment = potential ataxia-telangiectasia treatment; […] A-T fibroblasts, KAP-1 phosphorylation AlphaLISA; neocarzinostatin DNA damage 30 min before lysis; Potency, µM (doses to about 57.5 µM), inactives show at the highest dose activation, actives largely listed as activators; actives 0.19% (n = 320,000); note: potency is the fitted concentration of half-maximal effect; % of control where 0% means no effect; nearly all actives have a fitted effect of over 45% in size
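hTERT-immortalized A-T patient fibroblasts ([…]), 500 cells/well in OPTI-MEM, 1% FBS, got compounds for 60 min, then NCS for 30 min at 37C. Lysates were then assayed for phospho-KAP-1 by AlphaLISA (anti-pKAP1 donor, anti-KAP1 acceptor beads), 6 hr at 25C.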
Eya2 phos inh = Eya2 (human) phosphatase inhibition; O00167; recombinant Eya2, OMFP fluorescence dephosphorylation (OMFP is methylfluorescein phosphate); Potency, µM (doses to about 76.9 µM), without a hit: at the top dose activity, negative = inhibition, actives largely listed as inhibitors; actives 0.006% (n = 330,000); AID 488837; note: potency is the fitted concentration of half-maximal effect; % is set by controls: 0 for no effect and ±100 for the full control effect
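Eya2 protein (added as 0.2 uM solution) was preincubated with compound for 10 min at ambient temperature in 50 mM HEPES pH 7.5, 50 mM NaCl, 5 uM MgCl2, 0.05% BSA, 1 mM DTT. OMFP (added at 50 uM) then reacted 10 min; fluorescence read at 485/525 nm.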
ASM inhibitor = human S-ASM enzyme inhibition | placental ASM, HMU-PC fluorogenic substrate, 60 min | AID 504937 | P17405 | Potency, µM (top dose mostly 57.5 µM), without a hit: at the highest dose activity change, negative = inhibition, actives largely listed as inhibitors | actives 0.006% (n = 340,000); note: potency is the fitted concentration of half-maximal effect
Target sequence (P17405 47-631 limits assumed): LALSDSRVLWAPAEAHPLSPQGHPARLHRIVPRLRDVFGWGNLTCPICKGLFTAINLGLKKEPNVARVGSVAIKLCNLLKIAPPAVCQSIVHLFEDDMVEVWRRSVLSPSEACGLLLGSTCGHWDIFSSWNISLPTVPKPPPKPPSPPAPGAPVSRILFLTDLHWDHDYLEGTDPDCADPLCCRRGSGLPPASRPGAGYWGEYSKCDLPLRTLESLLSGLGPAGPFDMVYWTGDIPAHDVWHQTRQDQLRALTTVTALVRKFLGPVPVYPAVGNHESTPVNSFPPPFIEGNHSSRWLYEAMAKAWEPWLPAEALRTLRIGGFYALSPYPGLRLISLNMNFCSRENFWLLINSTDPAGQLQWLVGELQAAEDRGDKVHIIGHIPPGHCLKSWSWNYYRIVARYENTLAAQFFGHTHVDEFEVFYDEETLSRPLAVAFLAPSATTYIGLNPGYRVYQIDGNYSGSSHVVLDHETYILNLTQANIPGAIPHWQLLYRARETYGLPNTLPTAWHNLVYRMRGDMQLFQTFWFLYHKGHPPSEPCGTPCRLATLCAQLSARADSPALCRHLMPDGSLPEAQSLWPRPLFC
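Steps: dispense placental human ASM, pin compound, wait 10 min at room temperature, add HMU-PC0 substrate at 9 uM final, incubate 60 min at 37 °C, add stop solution raising pH to 10, read fluorescence.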
ELG1 repair inh = ELG1-dependent DNA repair inhibition; HEK293T ELG1-luciferase reporter, luminescence, 16 h; DNA damage induced by 5-fluorouridine; Potency, µM (series often up to 46.1 µM), for the others: at the top dose activity change, negative = inhibition, most hits filed as inhibitors; actives 2.3% (n = 330,000); note: potency is the fitted concentration of half-maximal effect; % is set by controls: 0 for no effect and ±100 for the full control effect; nearly all actives have a fitted effect of over 55% in size
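Cells (2,000 per well) received 5-fluorouridine plus test compound or DMSO and were incubated 16 hr at 37 °C, 5% CO2. Luciferase activity was read by luminescence 30 min after ONE-Glo addition; signal suppression marked inhibition of damage-induced ELG1 function.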
TSHR antag = human thyrotropin receptor antagonism; TSHR-expressing cells, TSH-stimulated cAMP HTRF, 2 h; active compounds read low; activity change, negative = inhibition, % at 11.5 µM; actives 0.2% (n = 330,000);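 active = activity change below a set negative limit, meaning inhibition stronger than a set level, cut at about -70% in these data; inconclusive = activity change between two set negative limits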; note: % is set by controls: 0 for no effect and ±100 for the full control effect
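Cell-based HTRF cAMP assay; TSHR cells + compound, TSH EC80 (4nM final), 2 h, 37 deg C. Lysis with anti-cAMP cryptate and cAMP-d2, 30 min RT, read 665/620 nm.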
Integrin act MD = integrin-mediated muscular dystrophy alleviation activation | Potency, µM (series often up to 38.3 µM), for inactives: at the highest dose activation, actives largely listed as activators | alpha7betagal myoblasts, beta-gal FDG fluorescence, 48 h | AID 624291 | actives 0.064% (n = 350,000);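 note: potency is the fitted concentration of half-maximal effect; 100% = response of the positive control SU9516; nearly all actives have a fitted effect of over 60% in size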
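alpha7betagal+/- myoblasts (passage 13, 250/well) treated 48 h at 37C with compounds at 1:260 dilution of DMSO stock. Lysed, then beta-galactosidase activity read as FDG fluorescence (ex 480/em 540) after 30 min, with pre-read for autofluorescence.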
Tb PFK inh = blocks T. brucei phosphofructokinase. actives 0.17% (n = 330,000). Potency, µM (top dose mostly 57.5 µM), without a hit: at the top dose activity, negative = inhibition, usual class: inhibitors. AID 485367. O15648. T. brucei PFK, ADP-Glo luminescence;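 note: potency is the fitted concentration of half-maximal effect; 0% = uninhibited 1x PFK enzyme wells and -100% = no-enzyme wells; nearly all actives have a fitted effect of over 60% in size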
Target sequence (O15648 whole entry, looked up): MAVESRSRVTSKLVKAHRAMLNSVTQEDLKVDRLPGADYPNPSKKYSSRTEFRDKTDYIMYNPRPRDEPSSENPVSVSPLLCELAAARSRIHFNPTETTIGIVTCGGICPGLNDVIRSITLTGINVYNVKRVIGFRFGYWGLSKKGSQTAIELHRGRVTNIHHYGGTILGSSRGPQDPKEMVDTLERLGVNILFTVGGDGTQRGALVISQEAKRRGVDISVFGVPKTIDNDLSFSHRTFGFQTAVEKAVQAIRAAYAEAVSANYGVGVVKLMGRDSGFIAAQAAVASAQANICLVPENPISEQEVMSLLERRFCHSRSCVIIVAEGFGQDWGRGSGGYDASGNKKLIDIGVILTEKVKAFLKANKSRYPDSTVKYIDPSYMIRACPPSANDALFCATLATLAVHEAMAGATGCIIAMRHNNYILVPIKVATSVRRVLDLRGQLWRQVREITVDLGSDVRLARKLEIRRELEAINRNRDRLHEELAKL
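PFK 1.25 nM, F6P 0.5 mM, ATP 0.1 mM, 0.1 M TEA pH 8.0, 5 mM MgCl2, 0.01% Tween20, 0.1% BSA; 45 min RT. ADP-Glo readout. qHTS titration up to 57 uM; curves fitted, compounds curve-classed.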
TCR act = T cell receptor activation | 330,000 tested, under 10 active | Potency, µM (highest dose often 9.22 µM), without a hit: at the highest dose activation of IL-2 secretion, most hits filed as activators | primary human leukocytes, anti-CD3, IL-2 HTRF, 48 h | AID 504894; note: % of control where 0% means no effect
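Primary human leukocytes incubated 48 hr with anti-CD3 beads plus compound, without co-stimulation. Secreted IL-2 measured by HTRF (europium cryptate/d2 anti-IL-2 pair, 320 nm excitation, 665 nm emission).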
Mito fusion act = blocks mitochondrial division or promotes mitochondrial fusion | S. cerevisiae fusion-defective mutant growth rescue, CellTiterGlo 48 h | AID 485298 | Potency, µM (top dose mostly 46.1 µM), without a hit: at the highest dose growth rescue (activation), actives largely listed as activators | actives 0.23% (n = 320,000);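 note: potency is the fitted concentration of half-maximal effect; % of control where 0% means no effect; nearly all actives have a fitted effect of over 45% in size; temperature-sensitive fusion mutants such as fzo1-1 at 37 °C on non-fermentable ethanol glycerol medium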
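S. cerevisiae fusion-defective temperature-sensitive mutants (e.g. fzo1-1, mgm1-5) grown 48 h at 37C in YPEG (ethanol/glycerol non-fermentable) medium with 23 nl compound per well; growth rescue read as CellTiterGlo luminescence.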
TSG101-PTAP inh = blocks PTAP/TSG101 interaction to inhibit HIV-1 budding. AID 493005. Potency, µM (doses to about 115 µM), for the others: at the top dose activity change, negative = inhibition, actives largely listed as inhibitors. Q99816. Fluorescence polarization, FITC-PTAP peptide / Tsg101 binding. 340,000 tested, under 10 active; active = well fitted inhibition curve with a large enough effect in the main read-out, with a control signal flat, not every such curve was filed as active; inconclusive = small, poorly fitted or top-dose-only effect, or effect the other way, or a change in a side signal; inactive = no such curve, though single readings can be large or run the other way; note: potency is the fitted concentration of half-maximal effect; % of control where 0% means no effect
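FP read-out: FITC-PTAP peptide, 50 nM final, binding Tsg101 binding domain, 10 uM final; 20 min, r.t.; 10 mM HEPES pH 7.5, 0.15 M NaCl, 0.01% Tween 20, 3 mM EDTA, 0.1 mM TCEP.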
BCR signal inh = blocks chronic active B-cell receptor signaling; actives 0.05% (n = 340,000); ABC-DLBCL IkBa-CBG/CBR reporter, luminescence ratio, 4 h; Potency, µM (top dose mostly 46.1 µM), inactives show top-dose ratio change, negative = lower green/red ratio, actives largely listed as inhibitors; active = well fitted inhibition curve with a large enough effect in the signal ratio, with a control signal flat, not every such curve was filed as active; inconclusive = small, poorly fitted or top-dose-only effect, or effect the other way, or a change in a side signal; the % refers to the signal ratio;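 note: potency is the fitted concentration of half-maximal effect; plate controls were basal doxycycline-induced cells for no effect and cells given 10 µM MG132 for full effect; MG132 reads +100%, hits lower the ratio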
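Concentration-response series (up to 46 uM) were applied to TMD8 dual-reporter cells for 4 h at 37C with doxycycline. Green/red ratio, after filter-overlap correction, defined %Activity; red signal alone was normalised to basal cells and zero luminescence.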
* = called active by the depositor; ? = inconclusive; nt = not tested or not shown; [ ] = dose if it differs, or a comment. Unless noted, calls come from the whole dose curve; as a rule, active = well fitted curve in the direction sought with a large enough effect; inconclusive = small, poorly fitted or top-dose-only effect, or another doubt; inactive = no such curve, though single readings can be large; an effect the other way counts as inactive or inconclusive. Rows are unselected; overall some 3.2% were active at least once.

The line under a structure holds: AT treatment | Eya2 phos inh | ASM inhibitor | ELG1 repair inh | TSHR antag | Integrin act MD | Tb PFK inh | TCR act | Mito fusion act | TSG101-PTAP inh | BCR signal inh
CS(=O)(=O)N(CCc1ccccc1)CC(=O)N1CCN(c2ccc(F)cc2)CC1
  2% | -14% | 1% | ? | -2 | 10% | 0% | 0%[46.1 µM] | -3% | 2% | 0%
OCCN(Cc1ccccc1)C(=S)Nc1ccc(Cl)cc1Cl
  1% | -11% | -1% | 14% | 10 | 0% | -1% | 3% | -2% | -3% | 3%
CCOC(=O)c1[nH]c2cc3c(cc2c1NC(=O)CN1CC(C)CC(C)C1)OCO3 (stereo not drawn)
  1% | -28% | -1% | -15% | 2 | 21% | -5% | -6% | 3% | -1% | 0%
CC(=O)C1=C(C)Nc2ncnn2C1c1ccccc1OCc1ccccc1 (stereo not drawn)
  3% | -7% | 76%[activator] | -20% | -1 | -11% | 4% | -1% | 0% | -3% | ?
Clc1ccc(-n2ncc3c(NCc4cccs4)ncnc32)cc1
  -4% | 3% | -1% | -5% | 2 | 16% | 3% | -1% | 1% | 0% | 1%
COC(=O)c1ccccc1N(C)C(=O)C12CCC(C)(C(=O)O1)C2(C)C (stereo not drawn)
  7% | 14% | 0% | 25% | -4 | 1% | -1% | -39% | -1% | -10% | 0%
O=C(Nc1c(F)cc(F)cc1Br)c1ccco1
  5% | 8% | 2% | 17% | 5 | 16% | -1% | nt | -5% | nt | -1%
Cc1nn(-c2cc(Cl)ccc2N)c(=O)c2ccccc12
  4% | 15% | 6% | 4% | 2 | -24% | 0% | -4% | -2% | -8% | 0%
CCOc1ccc(S(=O)(=O)NCC2CCCO2)cc1NC(=O)c1ccccc1F (stereo not drawn)
  0% | -2% | -3% | 9% | -8 | -19% | 7% | 9% | -2% | -3% | ?
Cc1ccc(/C=C(\NC(=O)c2ccccc2)C(=O)NCCc2ccccn2)o1
  -18% | -2% | 4% | 3% | 17 | -17% | 1% | 1%[46.1 µM] | 3% | 1% | 3%
Cc1ccc(NC(=S)N(CCCN2CCC(C)CC2)Cc2ccco2)cc1C
  -3% | 1% | 5% | 9% | -1 | ? | -2% | 1% | 7% | -2% | -3%
CCn1cc(C(=O)N[C@H](C(=O)NCCCO)C(C)C)c(=O)c2cc3c(cc21)OCO3
  3% | 11% | 5% | 14% | 2 | -12% | -1% | -8% | 7% | -7% | ?
O=C(NCc1ccc2c(c1)OCO2)c1cc(-c2ccncc2)nc2ccccc12
  -11% | 2% | -1% | ? | -8 | 6% | 3% | 8% | 1% | -4% | -1%
O=C(CCS(=O)(=O)c1ccc(Br)s1)NCc1ccccc1
  5% | -28% | -1% | -6% | -3 | 10% | -5% | -15% | 3% | -3% | -7%
Cc1nc(Nc2cccc(O)c2)c2c3c(sc2n1)CCC3
  -7% | 5% | -2% | ? | -11 | 23% | 2% | -11% | 11% | -8% | ?
Cc1ccc(NC(=O)C2=C(O)c3ccccc3N(C)S2(=O)=O)cc1
  3% | 15% | 9% | ? | -2 | 30% | 0% | -1% | -1% | 2% | ?
Cc1cc(C)c(C)c(OCC(=O)O/N=C(\N)c2cccnc2)c1
  22% | -3% | -2% | -2% | -39 | 4% | 0% | 0% | 9% | -3% | 4%
COCCNc1nnc(SCC(=O)N2CCN(S(=O)(=O)c3ccccc3)CC2)s1
  9% | -3% | 0% | 0% | -3 | -14% | -4% | -3% | 1% | -6% | -4%
O=[N+]([O-])c1ccc(S(=O)(=O)N2CCN(Cc3c[nH]c4ccccc34)CC2)cc1
  6% | 9% | -6% | -15% | -3 | -19% | -5% | -23% | -2% | 1% | 4%
CN(Cc1ccccc1)C(=O)C1CCN(S(C)(=O)=O)CC1
  3% | 4% | 2% | 8% | 5 | 3% | -4% | -5% | -5% | -5% | 1%
Cc1ccc(OCc2cc(C(=O)N(C)CCc3ccccc3)no2)cc1C
  4% | -16% | -4% | ? | 3 | 43% | -19% | -9% | 0% | -2% | ?
COc1ccc(CNC(=O)/C=C/c2ccc(S(=O)(=O)N3CCOCC3)cc2)cc1
  -9% | -3% | 4% | ? | 9 | 6% | 0% | 0% | -1% | 1% | 2%
Cc1cccc(C(=O)NC2CC3CCCC(C2)N3Cc2ccccc2)c1 (stereo not drawn)
  -2% | -23% | 9% | -3% | 1 | 5% | 1% | -1% | 2% | -1% | -1%
COc1ccc(CN2CCC(CO)(Cc3cccc(C(F)(F)F)c3)CC2)cc1Cn1cccn1
  4% | -15% | 3% | ? | 9 | -59%[inhibitor] | -9% | 0% | -8% | -4% | ?
Cc1ccc(N2C(=O)CSC23C(=O)Nc2ccccc23)cc1 (stereo not drawn)
  -1% | -5% | 4% | 0% | 0 | 14% | 2% | 1% | 0% | -4% | -13%
Cc1nc(/C(N)=N/OC(=O)c2ccccc2Cl)c(C(F)(F)F)o1
  3% | 1% | -5% | ? | -14 | ? | -3% | 1% | 3% | -1% | ?
CC(=O)Cn1ncc(Br)c(Br)c1=O
  -10% | 0% | 0% | ? | 15 | 0% | 0% | nt | -7% | 1% | ?
CC(Sc1nnc(-c2ccco2)n1C)C(=O)Nc1nccs1 (stereo not drawn)
  10% | 17% | 0% | ? | -1 | ? | 0% | -5% | 18% | -6% | 1%
COc1ccc(CN=C2NC(=O)CC(C(=O)Nc3ccccc3C)S2)cc1 (stereo not drawn)
  -4% | -10% | -13% | 2% | 6 | 4% | 9% | -7%[46.1 µM] | -3% | -1% | -10%
N#C/C(=C\c1cccnc1)C(=O)Nc1ccc(SC(F)F)cc1
  -3% | -13% | 14% | 19% | -6 | -29% | -1% | 0% | 14% | -2% | 4%
Cc1[nH]c2ccccc2c1CN1CCc2ccccc2C1
  nt | -7% | 5% | ? | -2 | -15% | 0% | nt | 0% | -1% | -14%
O=C1CCC(C(=O)N2CCN(c3ccccc3)CC2)CN1CC1CCCCC1 (stereo not drawn)
  27% | 0% | 3% | 6% | -9 | 18% | 1% | 1% | 3% | nt | 2%
COc1ccc(CNC(=O)C/C(C)=N/NC(=O)COc2ccccc2)cc1
  -2% | -4% | 2% | 1% | -2 | 4% | 0% | -3% | -1% | 0% | -1%
Cc1ccc2c(CN(C)Cc3cccc(Cl)c3)cc(=O)oc2c1C
  ? | ? | -5% | ? | 10 | ? | -4% | -6% | 21% | 1% | 15%
CN(Cc1ccc(Cl)s1)C(=O)CSc1nnc(C2CC2)n1C1CC1
  -8% | -9% | -4% | 3% | 6 | 5% | 1% | -2% | -3% | 2% | -2%
Cc1nc2nc[nH]n2c(=O)c1CCOC(=O)c1ccccc1F
  3% | 3% | 6% | -10% | -5 | -21% | -3% | -1% | 4% | -7% | 11%

Reformatted bar-delimited: part of the list above
mol | AT treatment | Eya2 phos inh | ASM inhibitor | ELG1 repair inh | TSHR antag | Integrin act MD | Tb PFK inh | TCR act | Mito fusion act | TSG101-PTAP inh | BCR signal inh
Cc1[nH]c2ccccc2c1CN1CCc2ccccc2C1 | nt | -7% | 5% | ? | -2 | -15% | 0% | nt | 0% | -1% | -14%
O=C1CCC(C(=O)N2CCN(c3ccccc3)CC2)CN1CC1CCCCC1 (stereo not drawn) | 27% | 0% | 3% | 6% | -9 | 18% | 1% | 1% | 3% | nt | 2%
COc1ccc(CNC(=O)C/C(C)=N/NC(=O)COc2ccccc2)cc1 | -2% | -4% | 2% | 1% | -2 | 4% | 0% | -3% | -1% | 0% | -1%
Cc1ccc2c(CN(C)Cc3cccc(Cl)c3)cc(=O)oc2c1C | ? | ? | -5% | ? | 10 | ? | -4% | -6% | 21% | 1% | 15%
CN(Cc1ccc(Cl)s1)C(=O)CSc1nnc(C2CC2)n1C1CC1 | -8% | -9% | -4% | 3% | 6 | 5% | 1% | -2% | -3% | 2% | -2%

Assay outcomes as filed in PubChem.
